phage Ecoli inh: growth loss of phage-infected E. coli, primary screen, RecBCD inhibitor project, absorbance, with phage, HTS; inhibition, % at 11.9 µM; AID 651602, 2012; 360,000 compounds, 0.26% hits; in the data active = inhibition above about 11%
PKA-R2B activ: activators of PKA-R2B holoenzyme, primary screen, biochemical, fluorescence polarization, Cy5-IP20, human. PKA-R2B holoenzyme dissociation; R2B truncated from residue 108, S112A mutant; 0% DMSO only, 100% 113 µM cGMP. activation, % at 11.4 µM. 340,000 compounds, 0.079% hits. AID 504700, 2011;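 active = activation above a cutoff set at the mean over all compounds plus 3 SD, cut at about 18% in these data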;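 also: higher means more holoenzyme dissociation and a rise in polarization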
Mot1-301 SUMO: yeast Mot1-301 growth rescue at high temperature, primary screen, SUMOylation pathway inhibitor project, S. cerevisiae, ATP luminescence, 38.5C | S. cerevisiae Mot1-301 growth rescue; percent above DMSO median, 100 means doubled | growth rescue, % at 18.8 µM | 320,000 compounds, 1% hits;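 active = every valid replicate shows activation above 250% relative to neutral control wells; inactive = the rest, any valid replicate at or below 250%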;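 also: OY570 slx delta 5 strain wells were the positive control but not used for scaling; some compounds called inactive have numbers as strong as hits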
AddAB inh: growth inhibition of E. coli expressing H. pylori AddAB, primary screen, AddAB inhibitor project, absorbance; inhibition, % at 11.9 µM; 330,000 compounds, 0.29% hits; AID 435030, 2010; in the data active = inhibition above about 12%;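 also: 0% = vehicle wells of infected cells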
MOR-DOR ag: agonists of OPRM1-OPRD1 heterodimerization, primary screen, cell-based, luminescence; 340,000 compounds, 0.3% hits; activation, % at 9.3 µM; AID 504326, 2011; cells; Mu-type opioid receptor (Homo sapiens) + Delta-type opioid receptor (Homo sapiens), …; in the data active = activation above about 18%;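 also: 0% = vehicle-treated cells and 100% = reference agonist; values of inactives mirror those of a sister screen read the other way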
Target sequence (P35372 whole entry, looked up): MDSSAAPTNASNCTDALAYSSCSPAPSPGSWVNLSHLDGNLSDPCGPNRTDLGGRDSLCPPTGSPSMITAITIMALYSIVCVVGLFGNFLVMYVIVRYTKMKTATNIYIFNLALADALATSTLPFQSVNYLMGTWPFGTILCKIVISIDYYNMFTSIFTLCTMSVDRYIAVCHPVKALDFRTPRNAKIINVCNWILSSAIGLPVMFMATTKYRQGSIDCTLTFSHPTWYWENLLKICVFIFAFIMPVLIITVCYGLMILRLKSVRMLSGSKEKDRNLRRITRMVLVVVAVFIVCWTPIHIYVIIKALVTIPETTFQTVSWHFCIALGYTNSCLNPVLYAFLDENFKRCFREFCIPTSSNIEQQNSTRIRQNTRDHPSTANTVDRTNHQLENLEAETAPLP
Target sequence (P41143 whole entry, looked up): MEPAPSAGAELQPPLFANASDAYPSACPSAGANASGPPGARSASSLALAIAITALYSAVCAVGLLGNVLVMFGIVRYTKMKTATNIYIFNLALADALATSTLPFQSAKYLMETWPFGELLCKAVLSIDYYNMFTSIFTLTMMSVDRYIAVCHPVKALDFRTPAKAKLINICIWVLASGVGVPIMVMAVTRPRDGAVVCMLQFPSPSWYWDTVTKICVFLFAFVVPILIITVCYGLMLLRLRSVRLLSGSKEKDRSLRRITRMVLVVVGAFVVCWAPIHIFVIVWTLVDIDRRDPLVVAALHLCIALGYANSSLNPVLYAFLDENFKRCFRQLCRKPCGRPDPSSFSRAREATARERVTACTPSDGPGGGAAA
OPRM1-OPRD1 inv: inverse agonists of MOR-DOR heterodimerization, primary screen, cell-based, luminescence; AID 504357, 2011; Mu-type opioid receptor (Homo sapiens) + Delta-type opioid receptor (Homo sapiens), …; 340,000 compounds, 0.21% hits; inhibition, % at 9.3 µM; cell-based MOR-DOR heterodimer luminescence, inverse agonism; in the data active = inhibition above about 22%, passing the limit was not always enough;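 also: 0% = cells with DMSO and 100% = wells without cells with DMSO; values of inactives mirror those of a sister screen read the other way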
PfHsp90 set2: growth inhibition of PfHsp90-expressing yeast, primary screen, antimalarial PfHsp90 inhibitor project, S. cerevisiae, BacTiter-Glo luminescence, single point, set 2 | BacTiter-Glo ATP, 48 h; yeast lacking PDR1 and PDR3 efflux regulators | inhibition, % at 9.4 µM | 310,000 compounds, 0.32% hits;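 active = every replicate shows inhibition above about 80%, whatever the replicate mean, limit read from the data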;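 also: 0% = DMSO neutral controls and 100% = 20 µM radicicol positive controls; yeast relying on Plasmodium falciparum Hsp90 in place of its own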
Ecoli viability: E. coli V3065 growth inhibition, primary screen, counter-screen for AddAB inhibitor project, absorbance, OD600. 18 h. AID 449728, 2010. inhibition, % at 11.9 µM. 330,000 compounds, 0.27% hits;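 active = inhibition above the campaign's mean inhibition across all tested compounds plus 3 SD, cut at about 9.9% in these data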;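 also: uninfected addAB+ strain grown without phage in ampicillin broth; 0% = DMSO wells and 100% = ciprofloxacin 0.95 µg/ml wells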
Tat export inh: E. coli Tat export inhibitors, primary screen, MC4100, TorA-mCherry reporter, fluorescence, single point. inhibition, % at 10 µM. 340,000 compounds, 0.036% hits;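 active = mean replicate inhibition at least 50% and at least half of replicates individually reaching 50%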;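 also: exported cargo escapes ClpAP degradation while cytoplasmic cargo is degraded and loses fluorescence; 0% = median of neutral control wells and 100% = median of NaSCN control wells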
PKA-R1A act: activators of PKA-R1A holoenzyme, primary screen, biochemical, fluorescence polarization, Cy5-IP20, bovine R1A, mouse PKAc. PKA-R1A dissociation; scaled: DMSO 0%, 113 µM cGMP 100%. 340,000 compounds, 0.083% hits. cAMP-dependent protein kinase type I-alpha regulatory subunit (Bos taurus) + …. activation, % at 11.4 µM. AID 504707, 2011;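 active = percent activation above the mean of all tested compounds plus 3 SD, cut at about 19% in these data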;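 also: higher means more PKAc released from R1A so a rise in polarization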
HTR5A inv ctr: HTR5A inverse agonists in luminescence cell assay, primary screen, counter-screen for OPRM1-OPRD1 heterodimer inverse agonist project, full-deck HTS | inhibition, % at 9.3 µM | 340,000 compounds, 0.083% hits | HTR5A cell line, inverse agonism | AID 504634, 2011 | 5-hydroxytryptamine receptor 5A (Homo sapiens), P47898; in the data active = inhibition mostly above about 23%, no sharp cut-off; inactive = mostly below about 18%;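 also: 0% = cells with DMSO and 100% = no-cell wells with DMSO; some compounds called inactive have numbers as strong as hits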
Starred values were filed as active, the others as inactive; x = not tested or not shown; + = active, no number; & = joins results of further samples.

cpd	SMILES	phage Ecoli inh	PKA-R2B activ	Mot1-301 SUMO	AddAB inh	MOR-DOR ag	OPRM1-OPRD1 inv	PfHsp90 set2	Ecoli viability	Tat export inh	PKA-R1A act	HTR5A inv ctr
1	CCCCN(C(=O)CSc1c(C)c(C)cc(C)c1C)c1c(N)n(CCC)c(=O)[nH]c1=O	3.2	-2	2	1.9	-1.2	5	-1	-0.9	0	-12	11
2	Cc1sc(NC(=O)C2CCCO2)c(C(N)=O)c1C (stereo unspecified)	0.8	8	12	1.1	-1.6	10	6	-2.5	-9	5	-14
3	COc1cc(/C=C2/C(=N)N3C(=NC2=O)SN=C3S(C)(=O)=O)ccc1OS(=O)(=O)c1ccc(C)cc1	0.8	-2	224	1.2	-2.3	12	-30	0.1	1	3	-2
4	Cc1ccc(S(=O)(=O)Nc2c(C(=O)O)[nH]c3ccccc23)c(C)c1	1.5	-12	10	1.3	-1.4	8	0	-0.1	3	-6	-10
5	CCOC(=O)c1[nH]c2ccc(C(=O)OC)cc2c1C(=O)OCC	0.5	-20	1	4.4	0.1	-1	-47	-1.0	4	-9	-29
6	O=C(NNC(=O)C12CC3CC(CC(Br)(C3)C1)C2)c1ccccc1F	5.2	4	10	2.0	-2.3	9	-26	-1.7	-3	-3	-7
7	CCCCc1c(O)nc(SCC(=O)N2CCCCC2)[nH]c1=O	1.7	-13	374	-1.4	1.1	-5	0	-1.8	0	-11	-29
8	O=C(c1cc(-c2ccc(Br)cc2)on1)N1CCc2ccccc2C1	-0.8	-13	-12	3.2	-0.3	2	-14	-0.2	2	5	1
9	Cc1cc(C)n2nc(SCC3COc4ccccc4O3)nc2n1 (stereo unspecified)	2.4	11	24	-1.1	-1.9	11	x	1.2	1	-5	-1
10	N=c1sccn1CC(=O)Nc1cc(Cl)ccc1Oc1ccccc1	x	1	-15	-0.5	-1.9	11	3	1.9	2	-3	9
11	CC1CCN(c2ccc3nnc(CCC(=O)Nc4cc(F)ccc4F)n3n2)CC1	0.5	-3	-2	0.6	1.9	-10	-5	-0.1	3	3	13
12	C#CCOCCOCCOCCNc1nc(N2CCN(C(=O)[C@H](CCC(=O)O)n3cc(CN)nn3)CC2)nc(N2CCN(C(=O)[C@H](CCCCN)n3cc([C@@H](N)CC(N)=O)nn3)CC2)n1	2.3	3	-18	4.2	-3.9	18	20	-1.4	-10	-16	-1
13	COc1cc(/C=C/C(=O)OCC(=O)N2CCN(S(=O)(=O)c3ccc(C)cc3C)CC2)ccc1O	1.4	-2	-12	1.7	0.5	-3	-23	-2.6	23	-10	4
14	Cc1oc(-c2ccccc2)nc1C(=O)O	4.0	-3	2	1.3	0.0	0	4	0.3	-7	-18	9
15	O=c1c2ccccc2nc(-c2ccccc2)n1Cc1ccccc1	2.8	-1	-27	0.8	-2.0	10	-28	3.6	0	8	20
16	O=S(=O)(NC1CCCCC1NCc1ccco1)c1ccccc1 (stereo unspecified)	3.0	5	6	2.5	-0.9	5	-3	-1.1	-5	-3	3
17	CC(C)[C@H](NS(=O)(=O)c1ccccc1)C(=O)OCc1cc([N+](=O)[O-])cc2c1OCOC2	-1.6	7	x	x	0.3	-1	4	x	3	-3	0
18	CCC(=O)NC(c1ccccc1OC)c1ccc2cccnc2c1O (stereo unspecified)	x	-5	-16	28*	-1.2	7	-94	24*	-8	1	16
19	CC(Oc1ccc2ccc(=O)oc2c1)C(=O)N1CCOCC1 (stereo unspecified)	3.6	-9	-7	-0.8	-2.6	17	x	-0.7	-4	-10	7
20	CCn1cc(Br)c(C(=O)Nc2ccc(OC)cc2)n1	2.2	-1	358	2.9	-2.4	14	-21	0.8	-1	3	2
21	CCC(=O)Nc1ccc(-c2ccc(NC(=O)CC)c(OC)c2)cc1OC	6.0	-13	x	1.4	-0.6	3	-1	1.1	3	-7	7
22	CC(C)OC(=O)c1ccc(NCc2cc(O)ccc2O)cc1Cl	1.8	-7	x	x	4.7	-24	121*	x	-4	3	-12
23	CCc1nnc(NS(=O)(=O)c2ccc(N/C=C\C(=O)c3cccc4ccccc34)cc2)s1	6.9	-17	-6	5.2	-1.3	7	3	4.6	5	15	-7
24	CC(=O)Nc1cccc(C(=O)OCC(=O)N(c2ccccc2)C2CCS(=O)(=O)C2)c1 (stereo unspecified)	2.4	-6	x	x	-3.4	18	x	x	-3	-6	-5
25	COc1ccc(N2C(=O)CC(Sc3nnnn3-c3ccc(F)cc3)C2=O)cc1 (stereo unspecified)	4.7	3	26	4.2	0.0	0	29	-0.6	1	2	3
26	O=c1cc(CO)oc(C(Nc2ccccn2)c2ccc(C(F)(F)F)cc2)c1O (stereo unspecified)	5.5	2	-8	7.4	-3.1	17	-1	4.1	-7	7	-9
27	CCC(C)N(C(=O)CSc1nnc(COc2ccccc2F)n1N)C1CCS(=O)(=O)C1 (stereo unspecified)	1.8	-5	-1	0.5	-0.6	4	11	1.4	2	-8	-8
28	OC1CCCN(c2ncnc3c2nnn3Cc2c(F)cccc2Cl)C1 (stereo unspecified)	2.5	-3	-13	0.7	-2.2	11	x	2.5	-5	-1	6
29	COc1cccc(C(=O)Nc2ccc(-c3nnc(-c4ccco4)o3)cc2)c1	4.0	7	19	-0.7	0.2	-1	3	0.5	-11	-3	4
30	Cc1cc(OCC(=O)OCC(=O)NC2CCCC2)ccc1Cl	3.0	3	-9	0.8	0.7	-3	-23	-3.8	-4	-1	-18
31	O=C1NC(=O)C2(CCCCC2)N1	-0.2	1	x	x	-1.4	7	6	x	-16	13	-15
32	COCCCNC(=O)CN(C1CCCCC1)S(=O)(=O)c1ccc(C)cc1	0.9	2	1	-1.6	-1.2	7	9	1.9	1	9	-14
33	O=C(c1ccncc1)N1CCCC(N2CCN(c3ccc(F)cc3)CC2)C1 (stereo unspecified)	-0.4	6	-1	0.5	-0.3	1	-8	1.0	-3	-6	23
34	CCOC(=O)C1CCN(Cc2cc(=O)n3c(-c4ccccc4)csc3n2)CC1	2.2	-10	-3	-0.6	-1.0	5	0	-0.2	7	-15	0
35	O=C(N1CCCCC1)C12CC3CC(CC(C3)C1)C2	2.6	-3	-12	4.2	0.9	-5	26	0.6	-3	-7	-11
36	O=C(Nc1ncc([N+](=O)[O-])s1)c1cccs1	1.6&1.4	0&4	-5&-13	3.2&0.1	0.9&-1.5	-5&7	54&47	0.3&-3.7	-13&-10	-9&-4	-4&6
37	Cn1nnnc1SCC(=O)N1CCc2ccccc2C1	1.4	-6	2	1.2	-0.7	4	-22	-0.2	9	-5	-1
38	CN(CC(=O)Nc1ccccc1Cl)C(=O)CSc1nnc(-c2ccco2)n1C	0.9	-5	66	0.2	-2.0	8	48	3.0	1	6	15
39	O=C(O)C1=CC[C@@H](c2ccc(Cl)cc2)N(S(=O)(=O)c2ccc(Cl)cc2)[C@H]1c1ccccc1	1.5	0	23	-0.6	-0.8	5	15	0.1	8	2	-21
40	COc1ccc(CC(=O)Nc2cc(S(=O)(=O)N3CCOCC3)ccc2N2CCCC2)cc1OC	0.6	-13	-8	-3.0	-1.8	10	-9	-3.5	4	-10	2
41	Cc1nnc(SCc2ccc(Cl)cc2Cl)[nH]c1=O	3.1	-7	-2	3.6	-3.0	18	15	-1.3	-1	-9	4
42	COCCN(CC1CCCN(C2Cc3ccccc3C2)C1)C(=O)CCC(F)(F)F (stereo unspecified)	1.9	7	-7	0.2	0.2	-1	-21	-1.8	2	5	-27
43	Cc1ccc(-c2cc(C(=O)NCc3cccnc3)no2)cc1	5.0	-8	10	2.8	-1.4	8	x	2.7	0	-9	13
44	CCOc1ccc(-c2c(C(=O)N/N=C(\C)c3cccnc3)nnn2-c2nonc2N)cc1	0.2	-8	7	1.2	-2.7	14	-6	-1.9	23	3	-10
45	Cc1cc(NC(=O)COC(=O)c2cc(S(=O)(=O)N3CCOCC3)ccc2N2CCCCC2)no1	1.6	-6	-2	4.4	-1.2	6	1	0.6	3	-8	6
46	CC(C)[C@H](N)c1cn([C@@H](CO)C(=O)N2CCNCC2)nn1	0.7	-9	10	0.1	-0.5	3	-10	0.7	-11	6	-33
47	COc1ccccc1C(=O)OCCNC(=O)Cn1cnc2c1c(=O)n(C)c(=O)n2C	4.1	-9	5	3.8	x	x	-19	-0.7	-1	1	x
48	COc1ccccc1NC(=S)N(Cc1ccccn1)Cc1ccccc1Cl	-2.4	2	-16	-1.4	0.1	-1	11	-0.8	4	3	-5
49	CCOc1cc(-c2noc(-c3ccncc3)n2)cc(Br)c1OC	2.3	8	34	2.6	0.6	-3	-58	-1.8	1	-3	15
50	Cc1cccc(N2CC(C(=O)Nc3ccc4c(c3)OCCO4)CC2=O)c1C (stereo unspecified)	0.8	-1	-17	1.6	1.7	-14	3	-1.8	-6	-1	-5
51	O=C(Nc1ccc(F)c(Cl)c1)C1CCN(S(=O)(=O)c2cccnc2)CC1	3.0	-8	-9	-0.2	-2.5	13	-13	0.7	29	-2	-2
52	COc1ccc(/C=C2\SC(=S)N(CCCC(=O)Nc3cc(C)on3)C2=O)cc1OC	0.7	-3	+	2.8	-2.5	13	-9	2.3	12	9	5
53	CCOC(=O)NC(=O)C(=CNNc1ncc(C(F)(F)F)cc1Cl)C(=O)NC(=O)OCC	3.2	-9	9	0.9	-1.1	7	17	-0.7	0	-6	-3
54	O=c1c2ccccc2cnn1Cc1n[nH]c(=S)n1-c1ccc(Cl)cc1	1.6	-9	x	0.6	-0.7	4	-3	-0.2	-3	6	10
55	COc1ccc(OC2CCN(S(=O)(=O)c3ccc(OC)cc3)CC2)cc1	-2.1	-10	-20	1.5	-1.0	5	1	-0.7	15	-6	9
56	O=C(Nc1ccc2[nH]c(=O)[nH]c2c1)c1c(F)c(F)c(F)c(F)c1F	-2.3	-8	613*	0.8	-1.4	7	0	-1.2	3	-7	2
57	COc1ccc(NC(C)=O)cc1NC(=O)CSc1nnc(-c2ccncc2)n1C	1.5	-3	-26	-1.0	-0.2	1	-19	1.2	-7	-5	24
58	COc1ccc(C2/C(=C(/O)c3ccc(F)cc3)C(=O)C(=O)N2c2ccccn2)cc1OC (stereo unspecified)	2.0	3	3	-1.6	-1.9	9	-17	2.1	8	-4	6

Screening results deposited in PubChem by several laboratories.
